# Screens as filed in PubChem.
# BioA inh = blocks M. tuberculosis BioA enzyme activity; purified M. tuberculosis BioA enzyme, plate reader; inhibition, % at 9.99 µM; 360,000 compounds, 0.096% hits; AID 602481; in the data active = inhibition above about 40%
# TcdB inh = inhibitors of Clostridioides difficile toxin B glycohydrolase; P18177; TcdB glycohydrolase enzymatic assay, plate reader; inhibition, % at 9.99 µM; 350,000 compounds, 0.24% hits; AID 652162; in the data active = inhibition above about 10%
# Starred values were filed as active, the others as inactive. An excerpt; rates above refer to the full screens.
# Under each structure: BioA inh | TcdB inh
CO[C@@H]1CN(C)C(=O)c2cc(NC(=O)C3CC3)ccc2OC[C@H](C)N(Cc2ccc(F)cc2)C[C@@H]1C
    7.5 | 0.6
CC(=O)NC[C@@H]1[C@H](c2ccc(-c3ccccc3F)cc2)[C@H](CO)N1C(C)=O
    2.5 | 0.3
COc1ccc(NC(=O)N(C)C[C@@H]2Oc3ccc(NS(=O)(=O)c4ccc(Cl)cc4)cc3C(=O)N([C@@H](C)CO)C[C@H]2C)cc1
    -2.6 | -0.1
O=C(NCC[C@@H]1CC[C@H](NS(=O)(=O)c2ccc(Cl)cc2)[C@H](CO)O1)c1ccccc1F
    1.5 | -0.7
COc1ccccc1C#Cc1ccc([C@H]2[C@@H](CO)N3CCCCN(C(=O)C4CCCC4)C[C@@H]23)cc1
    -1.1 | 1.1
C[C@@H]1CN([C@H](C)CO)C(=O)c2cccc(NC(=O)c3cnccn3)c2O[C@H]1CN(C)Cc1ccc(C(=O)O)cc1
    -1.8 | 0.5
C[C@@H]1CN([C@H](C)CO)C(=O)c2cccc(NC(=O)c3ccncc3)c2O[C@@H]1CN(C)Cc1ccc(Oc2ccccc2)cc1
    -8.6 | -0.1
COCC(=O)NC[C@@H]1[C@H](c2ccccc2)[C@H](CO)N1C(C)=O
    -1.1 | 0.4
CNC[C@@H]1Oc2ccc(NC(=O)C3CCCCC3)cc2C(=O)N([C@H](C)CO)C[C@@H]1C
    0.4 | -3.3
C[C@@H]1CCCCO[C@@H](CN(C)C(=O)Nc2ccc(F)cc2)[C@@H](C)CN([C@H](C)CO)C(=O)c2cc(NC(=O)CCCN(C)C)ccc2O1
    0.6 | 0.3
CC(C)COC(=O)N(C)C[C@@H]1OCc2ccccc2-c2c(n(C)c3ccccc23)C(=O)N([C@H](C)CO)C[C@H]1C
    8.3 | 1.4
CN(C)CC#Cc1ccc([C@@H]2[C@@H](CO)N3CCCCN(C(=O)C4CCCC4)C[C@@H]23)cc1
    -2.0 | -1.0
C[C@@H]1CCCCO[C@@H](CN(C)C(=O)Nc2ccc(F)cc2)[C@H](C)CN([C@@H](C)CO)C(=O)c2cc(NC(=O)Nc3ccc(F)cc3)ccc2O1
    -1.2 | -0.1
C[C@@H]1CN([C@H](C)CO)C(=O)c2cc(-c3cccc(C#N)c3)cnc2O[C@H]1CN(C)Cc1cccnc1
    12.3 | 0.1
Cc1noc(C)c1NC(=O)Nc1ccc2c(c1)C(=O)N([C@@H](C)CO)C[C@@H](C)[C@@H](CN(C)CC1CCCCC1)OCCCC[C@H](C)O2
    4.7 | -4.9

# Following part
# Under each structure: BioA inh | TcdB inh
CNC[C@@H]1OCCCC[C@@H](C)Oc2ccc(NS(C)(=O)=O)cc2C(=O)N([C@H](C)CO)C[C@@H]1C
    0.0 | 1.6
O=C(NCC[C@H]1CC[C@@H](NC(=O)C2CC2)[C@@H](CO)O1)c1ccc(F)cc1
    -1.3 | -3.6
C[C@H]1CN([C@@H](C)CO)C(=O)Cc2cc(NC(=O)CCN3CCOCC3)ccc2O[C@@H]1CN(C)C
    -2.4 | 1.0
C[C@@H]1CN([C@H](C)CO)C(=O)c2cccc(NC(=O)Nc3cccc4ccccc34)c2O[C@@H]1CN(C)S(=O)(=O)c1ccccc1
    -0.6 | -1.3
COc1ccc(NC(=O)N(C)C[C@H]2Oc3c(NC(=O)c4cnccn4)cccc3C(=O)N([C@H](C)CO)C[C@@H]2C)cc1
    -0.5 | -0.1
N#C[C@H]1N[C@@H](CO)[C@@H]1c1ccc(C#CC2CCCCC2)cc1
    -0.7 | 1.6
C[C@@H]1CN([C@H](C)CO)S(=O)(=O)c2ccc(-c3cncnc3)cc2O[C@@H]1CN(C)C
    -3.0 | -0.2
O=C(NCC[C@H]1CC[C@H](NC(=O)C2CCC2)[C@H](CO)O1)Nc1ccc(Cl)cc1
    4.4 | -2.0
CC(C)C(=O)Nc1ccc2c(c1)C(=O)N(C)[C@H]1CC[C@H](CC(=O)Nc3cccc(F)c3)O[C@@H]1CO2
    0.8 | 0.5
N#Cc1ccc(-c2ccc3c(c2)[C@@H]2[C@@H](CCN2C(=O)C2CC2)[C@@H](CO)N3)cc1
    0.1 | 1.7
CCCC(=O)Nc1ccc2c(c1)OC[C@@H](C)N(Cc1cccc(F)c1)C[C@H](C)[C@@H](OC)CN(C)C2=O
    3.4 | -0.5
CC=Cc1ccc2n(c1=O)C[C@H]1[C@H](CO)[C@@H](C(=O)NCC(F)(F)F)N(CCc3ccccc3)[C@@H]21 (mixture of isomers)
    0.3 | 0.0
COc1ccc(C(=O)Nc2ccc3c(c2)OC[C@@H](C)N(C)C[C@H](C)[C@@H](OC)CN(C)C3=O)cc1
    -0.9 | 0.6
C[C@H]1CN([C@@H](C)CO)C(=O)c2cccc(NC(=O)C3CCCCC3)c2O[C@@H]1CN(C)Cc1ccncc1
    -0.1 | 1.4
O=C(Cc1ccncc1)NCC[C@@H]1CC[C@@H](NC(=O)C2CCCCC2)[C@H](CO)O1
    -0.7 | -0.8

# Entries listed so far containing an aryl methoxy group:
# Under each structure: BioA inh | TcdB inh
COc1ccc(NC(=O)N(C)C[C@@H]2Oc3ccc(NS(=O)(=O)c4ccc(Cl)cc4)cc3C(=O)N([C@@H](C)CO)C[C@H]2C)cc1
    -2.6 | -0.1
COc1ccccc1C#Cc1ccc([C@H]2[C@@H](CO)N3CCCCN(C(=O)C4CCCC4)C[C@@H]23)cc1
    -1.1 | 1.1
COc1ccc(NC(=O)N(C)C[C@H]2Oc3c(NC(=O)c4cnccn4)cccc3C(=O)N([C@H](C)CO)C[C@@H]2C)cc1
    -0.5 | -0.1
COc1ccc(C(=O)Nc2ccc3c(c2)OC[C@@H](C)N(C)C[C@H](C)[C@@H](OC)CN(C)C3=O)cc1
    -0.9 | 0.6

# More structures follow:
# Under each structure: BioA inh | TcdB inh
C[C@@H]1CN([C@@H](C)CO)C(=O)c2cc(/C=C/c3ccccc3)cnc2O[C@H]1CN(C)C(=O)C1CCC1
    2.0 | -1.2
C[C@@H]1CN([C@H](C)CO)C(=O)Cc2cc(NC(=O)CCC(F)(F)F)ccc2O[C@H]1CN(C)C(=O)Nc1ccc2c(c1)OCO2
    -0.9 | -0.8
C[C@H]1CN([C@@H](C)CO)C(=O)Cc2cc(NC(=O)CCN3CCOCC3)ccc2O[C@H]1CN(C)S(=O)(=O)c1ccc(F)cc1
    -2.2 | 0.5
COc1cccc(NC(=O)Nc2ccc3c(c2)C(=O)N(C)C[C@@H](OC)[C@@H](C)CN(CC2CC2)[C@H](C)CO3)c1
    0.8 | -1.1
C[C@@H]1CN([C@@H](C)CO)C(=O)c2cc(C#CCc3ccccc3)cnc2O[C@H]1CN(C)Cc1cccnc1
    4.2 | 0.0
Cc1ccccc1S(=O)(=O)N1CC[C@@H]2[C@H]1c1cc(-c3ccc(F)cc3)ccc1N(C)[C@H]2CO
    -1.8 | 0.7
COc1ccc(CN(C)C[C@H]2OCCCC[C@H](C)Oc3ccc(NC(=O)Nc4ccc(C(F)(F)F)cc4)cc3C(=O)N([C@H](C)CO)C[C@@H]2C)cc1
    -1.9 | 0.2
O=C(Cc1cccnc1)N1CCCCN2[C@@H](CO)[C@@H](c3ccc(/C=C/c4ccccc4)cc3)[C@@H]2C1
    2.8 | 0.5
O=C(C[C@@H]1C[C@H]2c3cc(NC(=O)C4CCC4)ccc3O[C@H]2[C@H](CO)O1)NCc1cccc(F)c1
    4.2 | -2.9
CCCC#Cc1ccc2c(c1)O[C@H](CN(C)C(=O)COC)[C@H](C)CN([C@H](C)CO)S2(=O)=O
    0.4 | -0.1
CC=Cc1ccc2n(c1=O)C[C@@H]1[C@@H](CO)[C@H](C(=O)N3CCc4ccccc4C3)[C@H]2N1Cc1ccccc1 (mixture of isomers)
    3.6 | 1.0
COc1ccc(NC(=O)N(C)C[C@@H]2Oc3ccc(NC(=O)c4ccncc4)cc3CC(=O)N([C@@H](C)CO)C[C@@H]2C)cc1
    -1.0 | 0.9
COc1ccc(S(=O)(=O)N[C@@H]2CC[C@@H](CCn3cc(-c4cccc(F)c4)nn3)O[C@H]2CO)cc1
    4.5 | 0.7
C[C@@H]1CCCCO[C@@H](CN(C)Cc2ccc(C(=O)O)cc2)[C@H](C)CN([C@H](C)CO)C(=O)c2cc(NC(=O)NC3CCCCC3)ccc2O1
    -1.4 | -0.2
CO[C@@H]1CN(C)C(=O)c2cc(NS(=O)(=O)c3cccc(Cl)c3)ccc2OC[C@@H](C)N(C(=O)Cc2cccnc2)C[C@H]1C
    -3.0 | -3.0

# Next structures follow:
# Under each structure: BioA inh | TcdB inh
COc1ccc(S(=O)(=O)Nc2ccc3c(c2)C(=O)N([C@@H](C)CO)C[C@@H](C)[C@H](CN(C)C(=O)c2ccccc2)OCCCC[C@H](C)O3)cc1
    -0.4 | -0.5
O=C(C[C@@H]1CC[C@H](NS(=O)(=O)c2ccc(F)cc2)[C@@H](CO)O1)NCCc1ccncc1
    -0.5 | 0.3
CCCNC(=O)N1[C@H](C#N)[C@H](c2ccc(C3=CCCCC3)cc2)[C@H]1CO
    0.3 | 1.4
CN(C)C(=O)C[C@@H]1CC[C@@H]2[C@H](COC[C@H](O)CN2CC2CCCC2)O1
    -1.7 | -7.2
C[C@H](CO)N1C[C@H](C)[C@@H](CN(C)S(=O)(=O)c2cccs2)OCCCC[C@H](C)Oc2ccc(NC(=O)Nc3ccc(F)cc3)cc2C1=O
    -1.4 | -0.4
CC(C)NC(=O)Nc1ccc2c(c1)C(=O)N([C@H](C)CO)C[C@@H](C)[C@H](CN(C)S(=O)(=O)c1ccc(Cl)cc1)OCCCC[C@@H](C)O2
    3.4 | -1.4
C[C@H](CO)N1C[C@H](C)[C@@H](CN(C)Cc2cncnc2)Oc2ncc(-c3cncnc3)cc2C1=O
    -5.7 | 0.4
CO[C@@H](CN(C)S(=O)(=O)c1ccccc1)[C@@H](C)CN(Cc1ccccc1Cl)[C@@H](C)CO
    -0.3 | 1.1
C[C@H](CO)N1C[C@H](C)[C@H](CN(C)Cc2ccc3c(c2)OCO3)OCCCC[C@H](C)Oc2ccc(NS(=O)(=O)c3ccccc3)cc2C1=O
    0.3 | 0.7
C[C@@H]1CN([C@H](C)CO)C(=O)c2cc(NC(=O)CCN3CCOCC3)ccc2O[C@H]1CN(C)Cc1ccccc1
    -0.8 | -9.6
CCCNC(=O)C[C@H]1C[C@@H]2c3cc(NC(=O)NC4CCCC4)ccc3O[C@@H]2[C@@H](CO)O1
    -2.4 | -0.1
Cc1noc(C)c1NC(=O)N(C)C[C@H]1Oc2ccc(NC(=O)Nc3ccc(C(F)(F)F)cc3)cc2CC(=O)N([C@H](C)CO)C[C@@H]1C
    -0.5 | -2.2
C[C@H]1CN([C@@H](C)CO)C(=O)c2cc(NC(=O)C3CCCCC3)ccc2O[C@@H]1CN(C)S(=O)(=O)c1ccccc1
    -0.3 | 1.1
CO[C@H]1CN(C)C(=O)c2ccc(NC(=O)c3ccc4c(c3)OCO4)cc2OC[C@H](C)N(CCC(F)(F)F)C[C@@H]1C
    -0.7 | 0.2
C[C@H](CO)N1C[C@H](C)[C@H](CN(C)S(=O)(=O)c2ccc(Oc3ccccc3)cc2)OCc2cnnn2CCCC1=O
    -0.2 | -5.7

# 4 entries from above, as labelled records:
> Cc1noc(C)c1NC(=O)N(C)C[C@H]1Oc2ccc(NC(=O)Nc3ccc(C(F)(F)F)cc3)cc2CC(=O)N([C@H](C)CO)C[C@@H]1C
  BioA inh: -0.5
  TcdB inh: -2.2

> O=C(C[C@@H]1CC[C@H](NS(=O)(=O)c2ccc(F)cc2)[C@@H](CO)O1)NCCc1ccncc1
  BioA inh: -0.5
  TcdB inh: 0.3

> C[C@@H]1CN([C@H](C)CO)C(=O)c2cc(NC(=O)CCN3CCOCC3)ccc2O[C@H]1CN(C)Cc1ccccc1
  BioA inh: -0.8
  TcdB inh: -9.6

> C[C@H](CO)N1C[C@H](C)[C@@H](CN(C)Cc2cncnc2)Oc2ncc(-c3cncnc3)cc2C1=O
  BioA inh: -5.7
  TcdB inh: 0.4

# (further entries)
# Under each structure: BioA inh | TcdB inh
CCS(=O)(=O)N1CCCCN2[C@H](CO)[C@H](c3ccc(-c4ccccc4)cc3)[C@@H]2C1
    -0.7 | 0.5
CCC(=O)N(C)C[C@@H]1Oc2cc(-c3cccc(OC)c3)ccc2S(=O)(=O)N([C@H](C)CO)C[C@H]1C
    2.0 | 1.6
CCCN(C)C[C@H]1OCCCC[C@H](C)Oc2ccc(NC(=O)CCC(F)(F)F)cc2C(=O)N([C@H](C)CO)C[C@@H]1C
    2.8 | 0.4
COc1ccccc1NC(=O)N[C@H]1CC[C@H](CCn2cc(-c3ccccc3)nn2)O[C@H]1CO
    -3.8 | 0.8
N#C[C@H]1[C@@H](c2ccc(C#CC3CCCCC3)cc2)[C@@H](CO)N1C(=O)c1cccc(F)c1
    -2.9 | -2.3
Cc1ccc(S(=O)(=O)N(C)C[C@H]2Oc3ccc(NC(=O)CCN4CCOCC4)cc3C(=O)N([C@@H](C)CO)C[C@@H]2C)cc1
    -0.6 | 0.5
CN1CCN(C(=O)C[C@@H]2CC[C@@H]3[C@H](COC[C@H](O)CN3Cc3cccc(F)c3)O2)CC1
    1.5 | 0.2
O=C(C[C@H]1CC[C@@H]2[C@H](COC[C@H](O)CN2C(=O)c2ccncc2)O1)NCc1ccc(-c2ccccc2)cc1
    -2.9 | -16.2
COCC#Cc1cnc2c(c1)C(=O)N([C@H](C)CO)C[C@H](C)[C@@H](CN(C)Cc1ccc3c(c1)OCO3)O2
    3.3 | 0.0
CN(C)Cc1cn(CC[C@@H]2CC[C@@H](NC(=O)Nc3ccc4c(c3)OCO4)[C@@H](CO)O2)nn1
    -2.3 | 0.2
C[C@@H]1CN([C@H](C)CO)C(=O)c2cc(NS(=O)(=O)c3cn(C)cn3)ccc2O[C@H]1CN(C)C(=O)Nc1ccc(C(F)(F)F)cc1
    -0.6 | 0.1
O=C(Nc1ccccc1F)N1C[C@H]2[C@@H](c3ccccc31)[C@@H](CO)N2C(=O)c1ccccc1F
    4.1 | 1.3
CC(C)c1cn(CC[C@@H]2CC[C@H](NC(=O)C3CCCC3)[C@@H](CO)O2)nn1
    -1.5 | -1.4
Cc1ccc(-c2ccc3c(c2)O[C@H](CN(C)Cc2cccc(C(=O)O)c2)[C@@H](C)CN([C@@H](C)CO)S3(=O)=O)cc1
    4.1 | -3.4
CNC(=O)C[C@H]1CC[C@@H]2[C@@H](COc3ccc(NC(=O)Nc4cccc(C)c4)cc3C(=O)N2C)O1
    12.3 | 4.2
